# Autophagy mod: autophagy modulators in MEF cells, primary screen, imaging, high-content, MEF GFP-LC3 | MEF GFP-LC3 puncta imaging; test concentration mostly 10 µM | calls only at 10 µM (by protocol) | hit rate 0.98% among 190,000 | AID 463193, 2010;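 active = percentage of spot-positive cells more than 3 SD above its plate mean, without a fluorescence outlier flag or 80% toxicity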;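 also: spot-positive cell cutoff set from DMSO-treated cells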
# T cell modulator: modulators of CD8 T cell-vesicle binding, primary screen, mouse 2C CD8+ T cells, flow cytometry. 2C CD8+ T cell-vesicle binding; stronger effect = lower value. calls only at 7 µM. hit rate 0.068% among 330,000;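 active = response, share of CD8 T cells binding vesicles, and their 90th percentile fluorescence all below set limits, cut at about 80% in these data, passing the limit was not always enough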
#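 Incubation: binding step 1.5 h, 37 °C, antibody labelling 20 min, ice; system: murine 2C transgenic CD8+ T lymphocytes; technique: cytometric PE anti-B7-1 and Alexa647 anti-CD8 signals after 1% paraformaldehyde fixation; also added: QL9-charged Drosophila Ld/ICAM-1/B7-1 vesicles; control set: naked versus QL9-loaded vesicles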
# Salmonella PhoP GFP: inhibitors of PhoP regulon expression, primary screen, Salmonella Typhimurium, GFP reporter (AID 1863); hit rate 0.16% among 300,000; inhibition, % at 50 µM; hits with a dose series show IC50 in µM; S. Typhimurium PhoP-regulated promoter GFP reporter, 4 h; higher % means a stronger effect;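 active = inhibition over 29.93%, a cutoff 3 SD above the screen mean, later confirmed by dose response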;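 also: 0% = low Mg2+ inducing control and 100% = high Mg2+ repressing control; strong numbers were not always called active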
# Dynein transport: inhibitors of GR-EGFP nuclear translocation, primary screen, dynein cargo transport inhibitor project, imaging, high-content, 3617.4 mouse cells; test concentration mostly 20 µM; stimulated with dexamethasone, 1 µM; stronger effect = lower value; z-score, hits read low; hit rate 0.47% among 220,000; AID 1381, 2008;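 active = plate z-score of nuclear minus cytoplasmic receptor signal below a set negative limit, without overly bright fluorescence or cell loss, cut at about -3.5 in these data, passing the limit was not always enough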;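 also: z-score of nuclear minus cytoplasmic ring GR-EGFP intensity difference per well; some compounds called inactive have numbers as strong as hits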
#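 Buffer or medium: tet-free medium with charcoal-stripped serum / Also added: dexamethasone agonist, 1.0 µM final, for 30 min / Timing: induction 48 h, compound 1 h, agonist 30 min / Measured by: high-content fluorescence imaging after fixation / Read-out: nuclear-to-cytoplasmic GR-EGFP distribution per well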
# Hep lipid drop: inhibitors of hepatocyte lipid droplet formation, primary screen, imaging, high-throughput imaging, BODIPY stain; AML12 mouse hepatocytes, oleate lipid droplets; inhibition, % at 6.5 µM; hit rate 0.4% among 240,000; AID 1656, 2009;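 active = lipid droplet intensity inhibited by at least 50%, with more than 500 cells counted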
#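 System: AML12 hepatocytes (mouse). Probe or stimulus: oleic acid at 100 µM to induce lipid droplet formation. Times: overnight treatment with compound plus oleate. Detection: Image-based BODIPY and DAPI two-channel analysis. Evaluation: percent inhibition of filter-corrected integrated lipid droplet intensity per well.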
# b-catenin transl: modulators of beta-catenin nuclear translocation, primary screen, imaging, HeLa cells, immunofluorescence, high-content. nuclear translocation activity, % at 5 µM. hit rate 0.3% among 190,000. AID 1665, 2009;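 active = nuclear translocation activity above 50% at 5 µM, with a well cell count of 50 or more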;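 also: per-cell ratio of nuclear to cytoplasmic median beta-catenin stain intensity; plate controls were DMSO negative control for no effect and GSK-3 inhibitor IX positive control for full effect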
#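 test system = HeLa cells, endogenous beta-catenin | dosing = single 5 µM dose plus 0.02–20 µM confirmation series | times = compound treatment 24 h, 37°C, 5% CO2 | technique = beta-catenin immunofluorescence imaging with DAPI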
# MT stabilizer: microtubule stabilizers in HeLa cells, primary screen, imaging, high-content imaging; HeLa tubulin immunostaining HCS, 24 h; share of cells brighter than vehicle mean+2SD; % tubulin-high responders, % at 10 µM; hit rate 0.83% among 200,000; AID 2205, 2009;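 active = plate Z-score above 3 for both tubulin-high and condensed-nucleus cell shares, with cell loss under 80%, at 10 µM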;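 also: anti alpha tubulin signal scored within the nucleus-defined area of each cell; some results filed as inactive read as strong as hits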
# ER stress rescue: rescue of cells from ER stress-induced death, primary screen, 384-well, CSM14.1, thapsigargin, ATP luminescence (AID 1222); CSM14.1 thapsigargin-induced death rescue, ATP luminescence; higher % means a stronger effect; cellular ATP content (survival), % at 20 µM, or EC50 in µM where a hit was titrated; 190,000 tested, under 10 active;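 active = EC50 below 50 µM in the dose-response confirmation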;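 also: death triggered by thapsigargin at about 15 µM added after 2 h compound pretreatment; cell ATP read after overnight thapsigargin exposure of roughly 18 to 22 hours; normalized against plate controls of thapsigargin alone and 5% DMSO vehicle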
# Ins promoter up: insulin promoter activators in MIN6 cells, imaging, high-content screening, mouse beta cells; MIN6 insulin promoter-GFP reporter; stronger effect = higher value; z-score at 5 µM; hit rate 0.3% among 190,000; AID 1625, 2009;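 active = z-score above 3 at 5 µM with at least 500 cells counted in the well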
# Dynein transport cytoplasmic EGFP: second read-out of Dynein transport, no call of its own (marks repeat the call); z-score; measured here: cytoplasmic GR-EGFP intensity; stronger effect = higher value
# Dynein transport nuclear GR-EGFP: also measured in Dynein transport; calls as there; z-score; measured here: nuclear GR-EGFP intensity;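 lower value marks the stronger effect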
# Dynein transport cell count: also measured in Dynein transport; calls as there; z-score; measured here: cell count per field
# Ins promoter up cell count: further read-out of Ins promoter up, marked with its call; cell count; measured here: cytotoxicity, nuclei count;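 total cells summed across four imaged fields per well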
# Hep lipid drop cells 6.5 µM: second read-out of Hep lipid drop, no call of its own (marks repeat the call); cell count; measured here: cell count, cytotoxicity flag;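 cells counted across two imaged fields per well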
# b-catenin transl cell count 5 µM: second read-out of b-catenin transl, no call of its own (marks repeat the call); cell count; measured here: cell count, cytotoxicity flag
# T cell modulator vesicle-bound %: further read-out of T cell modulator, marked with its call; double positive events, %; measured here: CD8+ vesicle-bound cell fraction;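 binding gate set so that unloaded-vesicle control wells show 10% double positive cells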
# MT stabilizer Hoechst-high %: recorded beside MT stabilizer, whose call it bears; % Hoechst-high responders; measured here: nuclear condensation Hoechst responders;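 share of cells brighter than vehicle mean plus two SD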
# MT stabilizer cytotoxicity %: second read-out of MT stabilizer, no call of its own (marks repeat the call); toxicity, %; measured here: cytotoxicity by cell density;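 0% = mean cell density of plate MIN control wells and 100% = no cells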
# Autophagy mod cell loss 18 h: also measured in Autophagy mod; calls as there; toxicity, %; measured here: cell loss, nuclei count;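 cell loss after 18 h compound exposure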
# An asterisk follows results filed as active; i = inactive; / = not tested or not shown.
SMILES,Autophagy mod,Autophagy mod cell loss 18 h,T cell modulator,T cell modulator vesicle-bound %,Salmonella PhoP GFP,Dynein transport,Dynein transport cytoplasmic EGFP,Dynein transport nuclear GR-EGFP,Dynein transport cell count,Hep lipid drop,Hep lipid drop cells 6.5 µM,b-catenin transl,b-catenin transl cell count 5 µM,MT stabilizer,MT stabilizer Hoechst-high %,MT stabilizer cytotoxicity %,ER stress rescue,Ins promoter up,Ins promoter up cell count
COc1cc(/C=C/C(=O)O)cc(S(=O)(=O)NCCO)c1OC,i,7,i,10,13%,0.79,-0.17,1.1,-2.5,-3,670,-1.7,1156,6.3,2.2,3.1,-1.8%,-0.06,1571
COC(=O)CN1C(=S)N(c2ccc(F)cc2)C(=O)C1CC(=O)Nc1ccc(F)cc1 (stereo unspecified),/,/,i,46,2%,3.3,-0.13,1.6,-2.9,19,759,-0.1,1374,/,/,/,/,/,/
Cc1ccccc1NC(=S)NCCc1ccccc1,i,-1,i,43,7%,-0.6,-0.32,-0.73,0.84,3,618,1.3,974,1.8,2.2,7.7,0.6%,0.27,1286
CN(CC(=O)Nc1ccc(C(N)=O)cc1)CC(=O)Nc1ccccc1Cl,i,7,i,29,6%,-0.041,-0.27,-0.36,-0.46,4,705,/,/,1.4,2.4,4.4,-2.6%,0.4,1266
O=C(O)CC(CNS(=O)(=O)c1cccc2nsnc12)c1ccccc1 (stereo unspecified),i,5,i,59,-8%,0.73,-0.23,0.29,0.23,6,733,0.4,1086,3.3,1.6,13,-2.1%,0.9,1225
COc1ccc2c(c1)C(SCC(=O)NCc1ccccc1)CC(C)(C)O2 (stereo unspecified),i,14,i,66,4%,0.18,-0.16,0.85,-1.2,-54,679,-2.0,514,2.1,1.6,3.1,-0.2%,-0.07,1263
Cc1ccc2c(c1)S/C(=C/c1ccc[n+](CCO)c1)N2C,i,8,i,38,-1%,-0.76,-0.11,-0.31,0.36,-28,720,2.3,428,2.0,1.8,5.8,-0.3%,/,/
N#C/C(=C\c1ccc[nH]1)S(=O)(=O)c1ccccc1,i,6,i,31,16%,-0.43,-0.19,-0.19,0.65,4,725,/,/,3.7,2.4,2.0,-2.4%,1.4,1163
CCCCCc1c(C)nc(SCC(=O)O)[nH]c1=O,i,-7,i,53,-3%,-1,-0.23,-0.61,1.1,-2,628,3.5,1062,1.3,2.1,7.0,-1.8%,/,/
COc1cc(Cl)c(S(=O)(=O)N2CCCC2)cc1Cl,i,-9,i,50,8%,-0.052,-0.059,0.16,-1.6,-4,689,0.5,1537,1.7,1.9,7.6,0.9%,0.25,1648
CN(NC1OC(=O)c2ccccc21)c1ncc(C(F)(F)F)cc1Cl (stereo unspecified),/,/,i,52,0%,0.16,-0.16,0.097,-0.22,1,758,-2.8,1200,/,/,/,/,-0.22,1435
CC1CC(C(F)(F)C(F)(F)F)n2nc(C(=O)O)cc2N1 (stereo unspecified),i,7,i,59,-4%,0.3,-0.0025,0.46,-2.1,/,/,-9.5,902,5.8,2.3,4.1,-2.2%,-0.3,1549
Clc1ccc(-c2nnc(SCc3nc4ccccc4[nH]3)o2)c(Cl)c1,i,3,i,33,5%,0.22,-0.19,0.11,0.073,5,635,-3.9,526,3.3,2.2,3.7,-3.2%,1.1,1171
CCOC(=O)c1c(C)[nH]c(=S)c(C#N)c1-c1ccc(OC)cc1,i,-17,i,26,-7%,1.3,-0.15,1,0.81,-9,760,2.1,1111,2.4,1.0,5.6,1.3%,-0.42,881
CCn1c(C)nc2cc(C(=O)NNC(=S)Nc3ccc(C)cc3)ccc21,/,/,i,39,0%,3.4,-0.25,2,-2.6,-5,635,-0.5,1331,/,/,/,/,-0.32,828
N=c1c2c3c(sc2nc2n1CCCCC2)CCCC3,i,-12,i,60,-3%,1,-0.051,1.1,-0.52,-4,738,-1.4,585,2.2,2.4,9.3,-3.2%,-0.5,1290
Cc1ccc(NC(=O)CC2C(=O)NCCN2C(=S)Nc2ccccc2)c(C)c1 (stereo unspecified),i,25,i,20,-2%,-0.56,-0.28,-0.48,0.43,28,693,-0.3,1118,2.5,2.1,3.6,0.9%,-0.08,1472
O=C(COC(=O)COc1ccc(Cl)cc1Cl)Nc1cccnc1Cl,i,14,i,9,-5%,0.34,-0.28,0.26,0.49,50*,734*,-1.2,1032,4.5,1.9,2.2,-0.2%,-0.6,1505
COC(=O)c1nn(-c2ccc(OC)cc2)c(=O)cc1NN,i,0,i,32,-4%,-0.98,-0.34,-0.52,0.45,-23,695,-1.7,1099,2.6,2.2,5.1,-0.5%,0.3,1613
O=C(Nc1ccccc1N1CCCC1)c1cccnc1,i,1,i,40,18%,-0.17,0.052,0.25,0.94,0,693,1.4,1196,1.8,1.8,10,-2.2%,0.38,1227
Cc1ccc(Nc2cnn(C34CC5CC(CC(CC(=O)O)(C5)C3)C4)c(=O)c2Cl)cc1C,i,33,i,29,-11%,0.022,-0.043,0.2,0.48,3,739,/,/,1.4,1.2,8.6,-0.4%,-0.24,960
CCn1cc(C(=O)NC(=S)Nc2sc3c(c2C(=O)OC)CCCCCC3)cn1,i,17,i,45,-4%,-0.78,-0.24,-0.56,0.12,22,659,3.8,1018,5.1,2.8,6.1,-1.2%,-0.71,1333
CCOC(=O)Cc1csc(N(C)C)n1,i,10,i,32,3%,-0.093,-0.34,0.72,-0.039,9,664,-1.6,1104,0.5,1.5,3.0,1.2%,-0.09,1215
C=CCn1c(SCC(=O)O)nnc1-c1cccs1,i,-3,i,21,8%,-0.83,-0.38,-0.26,1,-10,777,-6.0,1190,1.5,1.1,7.2,-0.8%,0.44,896
CC1(C(=O)O)CCC(C(N)=O)C1(C)C (stereo unspecified),/,/,i,38,-10%,-0.84,-0.26,-0.41,0.65,23,727,0.1,1348,/,/,/,/,0.43,1061
O=C(CNC(=O)c1cccc(F)c1)OCC(=O)N1CCCc2ccccc21,i,-11,i,53,14%,-0.29,-0.2,-0.34,0.24,5,698,3.3,464,1.8,2.3,7.4,-0.5%,-0.03,1187
FC(F)(F)c1ccc(N2CCOCC2)c(Nc2nc3ccccc3n3cnnc23)c1,i,-8,i,41,13%,0.2,0.034,0.2,0.14,/,/,0.3,1364,8.8,2.2,17,1.2%,-1.7,1526
CCOC(=O)CSc1nnc2cc(C)c3ccccc3n12,i,-10,i,24,1%,0.22,-0.25,0.045,-0.29,4,759,0.8,1176,5.3,2.4,6.5,-2.4%,/,/
CC1(C)CC2CC(C)(CN2C(=O)c2ccc([N+](=O)[O-])cc2[N+](=O)[O-])C1 (stereo unspecified),i,20,i,36,2%,-0.84,-0.24,-0.33,0.89,-36,723,-2.0,1025,1.9,1.6,9.4,-0.3%,0.26,1207
O=C(Cn1nc(Cc2cccnc2)c2ccccc2c1=O)N1CCN(c2ccccn2)CC1,i,2,i,45,0%,-0.44,-0.21,-0.051,0.57,/,/,/,/,2.7,3.8,3.0,-0.3%,0.39,960
O=C(c1cc(=O)c2ccccc2o1)N1CCN(c2ccccc2)CC1,i,-18,i,2,-9%,-0.12,-0.18,0.018,0.94,-3,698,4.0,934,4.7,2.3,11,1.4%,-0.24,1215
O=C(NCc1cccs1)C1CC(=O)N(C2CCCC2)C1 (stereo unspecified),i,-7,i,10,1%,2,-0.11,0.86,-1.4,-19,546,/,/,3.8,1.6,4.7,/,-0.02,1338
CCOC(=O)c1cnn(-c2nc3c(C)cccc3s2)c1C,i,22,i,26,-6%,-0.81,-0.19,-0.15,0.58,-7,724,-2.3,1218,1.3,1.6,7.8,4.8%,-0.77,909

# Quoted at random: two compounds from above
SMILES,Autophagy mod,Autophagy mod cell loss 18 h,T cell modulator,T cell modulator vesicle-bound %,Salmonella PhoP GFP,Dynein transport,Dynein transport cytoplasmic EGFP,Dynein transport nuclear GR-EGFP,Dynein transport cell count,Hep lipid drop,Hep lipid drop cells 6.5 µM,b-catenin transl,b-catenin transl cell count 5 µM,MT stabilizer,MT stabilizer Hoechst-high %,MT stabilizer cytotoxicity %,ER stress rescue,Ins promoter up,Ins promoter up cell count
CC1(C)CC2CC(C)(CN2C(=O)c2ccc([N+](=O)[O-])cc2[N+](=O)[O-])C1 (stereo unspecified),i,20,i,36,2%,-0.84,-0.24,-0.33,0.89,-36,723,-2.0,1025,1.9,1.6,9.4,-0.3%,0.26,1207
CCOC(=O)Cc1csc(N(C)C)n1,i,10,i,32,3%,-0.093,-0.34,0.72,-0.039,9,664,-1.6,1104,0.5,1.5,3.0,1.2%,-0.09,1215

# Screening data deposited in PubChem BioAssay by several laboratories.
